Assay outcomes: PubChem, NCI
Growth percent in the NCI-60 one-dose screen (48 h, 10 µM unless noted): 100 = growth as untreated, 0 = no growth, -100 = all killed.
HOP-62 = HOP-62 NSCLC; 80,000 compounds, 3.9% hits; AID 1794735
EKVX = EKVX NSCLC | 71,000 compounds, 3% hits | AID 1794765
A549/ATCC = A549/ATCC NSCLC | 81,000 compounds, 3.7% hits | AID 1794740
MOLT-4 = MOLT-4 leukemia cells | 80,000 compounds, 6.9% hits | AID 1794779
M14 = M14 melanoma; 80,000 compounds, 6.2% hits; AID 1794745
RPMI-8226 = RPMI-8226 leukemia cells; AID 1794781; 77,000 compounds, 7.5% hits
CCRF-CEM = CCRF-CEM leukemia. 77,000 compounds, 7% hits
HOP-92 = HOP-92 NSCLC cells; 71,000 compounds, 6.3% hits
Active calls of the source: *; · = not tested or not shown; & = joins results of further samples. How the source made its calls: active means growth percent below 10; inactive means the rest.

1	CCOC(=O)C1C(=O)C=C(c2ccc(F)cc2)CC1c1sc(N(C)Cc2ccccc2)nc1Cl (centres undefined)
2	COc1cccc(C2CC(=O)N(c3cc(Cl)cc(Cl)c3)C3=C2C(=O)OC3)c1 (centres undefined)
3	O=C(O)c1ccccc1C(=O)N1CCN(c2cc3c(cc2F)c(=O)c(C(=O)O)cn3C2CC2)CC1
4	Cc1cccc(C)c1NC(=O)CSC(=S)n1cnc2ccccc21
5	COc1ccc(Nc2cc(C)nc(N)n2)cc1

Compound	1	2	3	4	5
HOP-62	66	108	89	108	96
EKVX	78	103	99	98	114
A549/ATCC	78	99	83	106	102
MOLT-4	69	106	105	82	112
M14	82	108	108	97	104
RPMI-8226	62	96	112	110	87
CCRF-CEM	80	96	105	104	102
HOP-92	45	·	93	107	85

6	CS(=O)(=O)c1ccccc1N
7	O=c1oc2c3ccc4[nH]cccc4c3nc2c2ccccc12
8	O=C(NO)c1ccc(Cn2c(=O)n(-c3ccccc3F)c(=O)c3ccccc32)cc1
9	CN1CCN(c2ccc3nc(/N=C/c4ccc5sc(-c6ccc(C(F)(F)F)cc6)nc5c4)sc3c2)CC1
10	O=C1/C(=N/Nc2ccc(Cl)cc2)CCCc2ccccc21

Compound	6	7	8	9	10
HOP-62	·	86	8.4*	113	95
EKVX	102	78	6.7*	98	61
A549/ATCC	97	103	5.1*	102	91
MOLT-4	107	80	-8.3*	90	89
M14	112	90	-23*	102	99
RPMI-8226	95	93	13	99	62
CCRF-CEM	97	39	2.1*	98	90
HOP-92	78	77	23	98	·

11	COc1cc(/C=N/NC(=O)Cn2c(C(C)C)nc3ccccc32)ccc1O
12	CC(=O)N1N=C(c2ccccc2)CC1c1nnc2n(Cc3ccccc3)c(=O)c3c4c(sc3n12)CCCC4 (centres undefined)
13	C=CCOC(c1ccc2c(c1)OCO2)C(C)Br (centres undefined)
14	Cc1cn([C@H]2CC=C(CO)O2)c(=O)[nH]c1=O
15	N#Cc1ccc2c3cccc4[nH]c(=O)nc(c5cccc1c25)c43

Compound	11	12	13	14	15
HOP-62	93	73	95	110	98
EKVX	103	98	102	93	96
A549/ATCC	105	93	101	104	97
MOLT-4	94	75	106	103	101
M14	93	88	110	99	104
RPMI-8226	87	253	115	93	106
CCRF-CEM	94	·	114	97	97
HOP-92	82	53	104	92	96

Ordered by length of the SMILES (rising): some entries from above
10	O=C1/C(=N/Nc2ccc(Cl)cc2)CCCc2ccccc21
11	COc1cc(/C=N/NC(=O)Cn2c(C(C)C)nc3ccccc32)ccc1O
12	CC(=O)N1N=C(c2ccccc2)CC1c1nnc2n(Cc3ccccc3)c(=O)c3c4c(sc3n12)CCCC4 (centres undefined)

Compound	10	11	12
HOP-62	95	93	73
EKVX	61	103	98
A549/ATCC	91	105	93
MOLT-4	89	94	75
M14	99	93	88
RPMI-8226	62	87	253
CCRF-CEM	90	94	·
HOP-92	·	82	53

Compound profiles, as listed above:
Entry for CS(=O)(=O)c1ccccc1N : HOP-62 = ·; EKVX = 102; A549/ATCC = 97; MOLT-4 = 107; M14 = 112; RPMI-8226 = 95; CCRF-CEM = 97; HOP-92 = 78
Entry for CC(=O)N1N=C(c2ccccc2)CC1c1nnc2n(Cc3ccccc3)c(=O)c3c4c(sc3n12)CCCC4 (centres undefined) : HOP-62 = 73; EKVX = 98; A549/ATCC = 93; MOLT-4 = 75; M14 = 88; RPMI-8226 = 253; CCRF-CEM = ·; HOP-92 = 53
Entry for N#Cc1ccc2c3cccc4[nH]c(=O)nc(c5cccc1c25)c43 : HOP-62 = 98; EKVX = 96; A549/ATCC = 97; MOLT-4 = 101; M14 = 104; RPMI-8226 = 106; CCRF-CEM = 97; HOP-92 = 96

Later entries.
16	c1ccc(Nc2ncnc3onc(-c4ccccc4)c23)cc1
17	Cc1nn(-c2ccccc2)c2nc(Cl)c(/C=C/C(=O)c3ccccc3)c(-c3ccccc3)c12
18	Cc1cccc(-c2nnc(SCC(=O)Nc3nccs3)n2N2C(=O)CSC2=S)c1
19	CC(=O)Nc1ccc(-n2cnc3cc(-c4ccc(NS(C)(=O)=O)cc4)ccc32)cc1
20	O=C(O)/C=C(\c1nc2ccc([N+](=O)[O-])cc2[nH]1)c1cc(Cl)ccc1O

Compound	16	17	18	19	20
HOP-62	84	114	101	75	43
EKVX	97	107	102	61	18
A549/ATCC	98	110	102	57	27
MOLT-4	92	·	99	24	-4.0*
M14	98	90	101	62	26
RPMI-8226	83	·	99	56	-16*
CCRF-CEM	94	·	97	36	0.9*
HOP-92	72	·	109	40	8.3*

Part of the list above in a different format:
The line under a structure holds: HOP-62	EKVX	A549/ATCC	MOLT-4	M14	RPMI-8226	CCRF-CEM	HOP-92
(16) c1ccc(Nc2ncnc3onc(-c4ccccc4)c23)cc1
  84	97	98	92	98	83	94	72
(17) Cc1nn(-c2ccccc2)c2nc(Cl)c(/C=C/C(=O)c3ccccc3)c(-c3ccccc3)c12
  114	107	110	·	90	·	·	·
(18) Cc1cccc(-c2nnc(SCC(=O)Nc3nccs3)n2N2C(=O)CSC2=S)c1
  101	102	102	99	101	99	97	109
(19) CC(=O)Nc1ccc(-n2cnc3cc(-c4ccc(NS(C)(=O)=O)cc4)ccc32)cc1
  75	61	57	24	62	56	36	40
(20) O=C(O)/C=C(\c1nc2ccc([N+](=O)[O-])cc2[nH]1)c1cc(Cl)ccc1O
  43	18	27	-4.0*	26	-16*	0.9*	8.3*

Next part:
21	NS(=O)(=O)c1ccc(CCN2C(=O)/C(=C/c3ccc(Br)cc3)C=C2c2ccccc2)cc1
22	O=C1[C@H]2Cc3c([nH]c4ccccc34)[C@@H](c3c(Cl)cccc3Cl)N2C(=O)CN1C1CCN(CC2CCCCC2)CC1
23	CC(=O)c1c(/C=C/c2ccccc2)c2ccccc2[nH]c1=O
24	O=[N+]([O-])c1cc2c(c3cccnc13)COCO2
25	Cc1cc(C)c(CCl)c(C)c1CCl

Compound	21	22	23	24	25
HOP-62	102	93	101	113	106
EKVX	84	88	102	97	·
A549/ATCC	94	94	96	99	97
MOLT-4	79	55	100	108	90
M14	101	·	116	97	104
RPMI-8226	58	66	99	88	105
CCRF-CEM	94	47	100	15	96
HOP-92	102	55	74	79	102

26	CCCCCCCCNc1ncnc2c1ncn2Cc1nnc2c3ccccc3c(Cl)nn12
27	FC(F)(F)Sc1ccc(/C=C/c2cc(/C=C/c3ccc(SC(F)(F)F)cc3)n(-c3cccc(C(F)(F)F)c3)n2)cc1
28	Nc1nc2c(s1)C(c1ccc(OC3CCCC3)cc1)CC(=O)N2 (centres undefined)
29	CCc1c2c(c(C)c3c1oc1cc(OC)ccc13)C(=O)N(O)C2=O
30	Cc1ccc(CSc2nc(-c3ccc(F)cc3)c(C#N)c(N3CCOCC3)n2)cc1

Compound	26	27	28	29	30
HOP-62	54	93	105	121	63
EKVX	57	113	·	104	87
A549/ATCC	73	92	91	100	75
MOLT-4	12	98	86	101	98
M14	35	97	103	106	104
RPMI-8226	35	100	84	91	101
CCRF-CEM	24	94	81	97	104
HOP-92	3.2*	101	82	111	65

31	COc1ccc(C2=NN(C(=O)c3cc(-c4ccc(C)cc4)nc4ccccc34)C(c3cc(-c4ccccc4)nn3-c3ccccc3)C2)cc1OC (centres undefined)
32	CC(C)Cc1ccc(C(C)c2nnc(Nc3nc4ccccc4s3)s2)cc1 (centres undefined)
33	Cc1ccc(C(C)C)c(OC(=O)Nc2cc(Cl)ccc2Cl)c1
34	O=C(N[C@H]1C(O)[C@H](O)C(CO)O[C@H]1O)NS(=O)(=O)c1ccccc1 (some centres undefined)
35	Cc1[nH]nc(C(N)=O)c1[N+](=O)[O-]

Compound	31	32	33	34	35
HOP-62	90	101	86	·	77
EKVX	94	110	102	104	·
A549/ATCC	96	98	115	108	101
MOLT-4	82	93	94	99	109
M14	79	98	117	103	90
RPMI-8226	80	92	106	105	96
CCRF-CEM	67	94	95	99	105
HOP-92	72	86	108	111	84

36	COC(=O)/C=C\C(=O)OC
37	O=C(O)C1c2ccccc2-c2ccccc21
38	CCOc1ccc(I)cc1
39	Cc1ccnc(NS(=O)(=O)c2ccc(Nc3ccnc(SCC(=O)c4ccccc4)n3)cc2)n1
40	N#C/C(=C\c1cccs1)C(=O)c1ccco1

Compound	36	37	38	39	40
HOP-62	113	90	107	115	107
EKVX	122	80	105	100	·
A549/ATCC	100	110	104	112	90
MOLT-4	88	86	115	113	109
M14	107	92	·	104	113
RPMI-8226	114	144	131	109	101
CCRF-CEM	110	158	121	113	104
HOP-92	95	73	90	104	93

41	CN(C)CCCN=c1cc2c(=O)n(CCCN(C)C)c(=O)c3c(NCCCN(C)C)cc4c(O)n(CCCN(C)C)c(=O)c1c4c3-2
42	Cc1nn(-c2ccccc2)c2nc3c(nc12)C1=NCCN1C(c1ccc(Cl)cc1)N3 (centres undefined)
43	CC(=O)N(O)CCCCCNC(=O)CCC(=O)N(O)CCCCCNC(=O)CCC(=O)N(O)CCCCCN
44	C#CCn1cc(C(=O)c2ccccc2O)cc(-c2ccccc2)c1=O
45	NCCCCCCCCN

Compound	41	42	43	44	45
HOP-62	-11*	88	52	92	111
EKVX	-18*	·	52	101	114
A549/ATCC	-31*	89	·	92	113
MOLT-4	25	47	65	89	104
M14	3.5*	·	55	106	105
RPMI-8226	·	46	60	100	104
CCRF-CEM	11	·	35	92	109
HOP-92	-0.2*	30	71	80	·

46	O=C(CC(=O)c1ccccc1)Nc1cccc([N+](=O)[O-])c1
47	NC1C(=O)NC(=O)NC1=S (centres undefined)
48	COc1cc(CNCCCCCCN2C(=O)c3cccc4cccc(c34)C2=O)ccc1O
49	Nc1[nH]n(-c2ccccc2)c(=O)c1/C=N/C(=S)NC1CCCCC1
50	N#Cc1c(Nc2ccc(N3CCOCC3)cc2)nc(SCC(=O)c2ccc(Br)cc2)nc1-c1ccccc1

Compound	46	47	48	49	50
HOP-62	102	103&109	70	95	93
EKVX	98	120&99	89	95	100
A549/ATCC	101	105&98	64	94	97
MOLT-4	95	110&103	49	86	99
M14	116	111&102	78	84	97
RPMI-8226	107	119&98	·	62	111
CCRF-CEM	108	113&109	45	87	125
HOP-92	101	105&108	·	29	100

51	COc1ccc(Nc2ncnc3c2sc2nc(C)cc(C)c23)cc1
52	Cc1[nH]c(/C=C/C(=O)c2ccc(C(F)(F)F)c(F)c2)c(C)c1C(=O)N1CCCCC1
53	CC(=O)CC(=O)Nc1ccc(NC(=O)CC(C)=O)c(C)c1
54	Cc1cccc(C)c1NC(=O)Cn1c(-c2nonc2N)nc2ccccc21
55	COc1cccc2cc(N(C)c3nc(C)nc4c3CCC4)ccc12

Compound	51	52	53	54	55
HOP-62	107	98&95	137	81	15
EKVX	·	73&89	107	·	56
A549/ATCC	96	95&92	106	88	15
MOLT-4	96	86&91	107	95	15
M14	102	95&98	95	89	6.9*
RPMI-8226	101	79	96	82	29
CCRF-CEM	104	83&96	103	96	15
HOP-92	130	88&90	69	95	0.5*

56	Cn1ncc2ncc(-c3ccc4ncnc(NCc5ccccc5)c4c3)cc21
57	COc1cc(-c2cc(-c3ccccc3)nc3nc(NN)[nH]c(=O)c23)cc(OC)c1OC
58	COc1ccc(SC2c3ccc(O)cc3Oc3nc(N)c(C#N)c(N)c32)cc1 (centres undefined)
59	COc1cc2cc(C(=O)N3C[C@@H](CCl)c4c3cc(OC(=O)N(C)CCSSCCN3CCOCC3)c3ccccc43)[nH]c2c(OC)c1OC
60	CC1CCCC(C)(C)C1NCCOC(=O)c1ccc(N)cc1 (centres undefined)

Compound	56	57	58	59	60
HOP-62	74	106	64	-49*	90
EKVX	65	87	79	-40*	·
A549/ATCC	81	102	85	-9.5*	103
MOLT-4	91	100	68	-18*	94
M14	101	96	105	-81*	103
RPMI-8226	66	87	97	-12*	101
CCRF-CEM	86	78	32	-16*	84
HOP-92	80	96	112	-16*	·

61	O=c1ccnc[nH]1
62	COc1cc(-c2cc(=O)oc3cc(O)ccc23)c(OC)c2c1OCO2
63	Cc1cc(N2CCN(C)CC2)nc(N(CCNc2ccnc3cc(Cl)ccc23)Cc2ccccn2)n1
64	CCOC(=O)N1CCN(c2ccc(C)cc2)CC1
65	N#Cc1c(-c2ccccc2)cc(-c2ccccc2)n(CCCCC(=O)Nc2ccccc2N)c1=O

Compound	61	62	63	64	65
HOP-62	106	93	70	123	102
EKVX	98	91	87	119	70
A549/ATCC	100	87	54	104	73
MOLT-4	100	100	·	102	26
M14	·	97	92	115	83
RPMI-8226	103	60	67	111	18
CCRF-CEM	95	·	79	102	17
HOP-92	88	79	57	95	48

66	Cc1nc2ccccc2nc1SCc1nnc(Nc2ccccc2)o1
67	Clc1cccc(Cc2cnc(Nc3ccccn3)s2)c1Cl
68	CCCCCCCCCCCCCC(N)=O
69	CCCCn1c(=O)c(/C=C/c2cc(/C=C/c3cc4cc(Cl)ccc4n(CCCC)c3=O)[nH]n2)cc2cc(Cl)ccc21
70	C#Cc1cnc(Nc2ccc(OC)cc2)nc1NCCCNC(=O)C1CCC1

Compound	66	67	68	69	70
HOP-62	91	104	109	113	41
EKVX	·	98	·	98	89
A549/ATCC	94	95	103	107	68
MOLT-4	81	96	124	113	30
M14	93	94	117	·	79
RPMI-8226	80	100	101	·	76
CCRF-CEM	90	100	·	102	38
HOP-92	76	92	92	·	78

71	Cc1nc2cc(Nc3nc(N4CCCCC4)nc(N4CCOCC4)n3)ccc2n1Cc1ccccc1
72	Cc1ccc(NC(=S)NC(=O)c2ccccc2)nc1
73	O=C(/C=C/c1ccc(Cl)s1)c1ccc(Cl)s1
74	COc1ccc(CCN2C(=O)/C(=C/c3ccc(C4Oc5ccccc5C5CC(c6ccc(C)cc6)=NN54)cc3)SC2=S)cc1 (centres undefined)
75	COC(=O)c1ccc2c(c1)c1c(C)c3cnccc3c(C)c1n2C

Compound	71	72	73	74	75
HOP-62	45	109	·	107	-25*
EKVX	·	72	98	90	-7.5*
A549/ATCC	-0.9*	107	97	101	-17*
MOLT-4	36	97	89&95	103	2.8*
M14	48	105	115&101	104	-89*
RPMI-8226	18	104	67&90	106	-15*
CCRF-CEM	62	98	91&95	105	6.8*
HOP-92	-28*	103	105&79	94	-17*
